# Screens from PubChem BioAssay.
# RXFP1 agonist: agonists of human relaxin receptor RXFP1. Potency, µM (doses to about 57.5 µM), for inactives: at the highest dose activation, hits mostly activators. HEK293T-RXFP1 cAMP TR-FRET, 30 min; response scale: percent of porcine relaxin response, buffer zero. Q9HBX9. 370,000 tested, 0.3% active; also: potency is read from the fitted curve at half-maximal effect; % is scaled to controls: 0 for no effect and ±100 for the full control effect; nearly all actives have a fitted effect of over 60% in size; many of its hits are not listed in these tables
#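 Agonist response is measured as cAMP accumulation in an RXFP1-transfected HEK293T line under PDE4 inhibition. Values are scaled between buffer-only and 29 nM porcine relaxin, and EC50s come from standard Hill equation fits.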
# IDH1 R132H inh: blocks human mutant IDH1 R132H enzyme; 390,000 tested, 0.093% active; Potency, µM (doses to about 76.6 µM), for the others: top-dose activity change, negative = inhibition, actives largely listed as inhibitors; O75874; IDH1-R132H enzyme, NADPH consumption, diaphorase/resazurin fluorescence; also: potency is read from the fitted curve at half-maximal effect; % is scaled to controls: 0 for no effect and ±100 for the full control effect; nearly all actives have a fitted effect of over 65% in size
#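 IDH1-R132H (0.5 ug/mL dispensed) in pH 7.5 Tris buffer was preincubated 30 min with compound, then given a substrate mix of 0.016 mM NADPH and 2 mM alpha-KG for 80 min at room temperature; remaining NADPH was read by diaphorase/resazurin fluorescence.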
# USP1 inh: inhibitors of human USP1/UAF1 deubiquitinase | Potency, µM (titrated, usually from 57.1 µM), for inactives: top-dose activity change, negative = inhibition, usual class: inhibitors | recombinant USP1/UAF1, Ub-Rhodamine cleavage fluorescence | AID 743255 | 390,000 tested, 0.23% active | O94782; also: potency is read from the fitted curve at half-maximal effect; % is scaled to controls: 0 for no effect and ±100 for the full control effect; nearly all actives have a fitted effect of over 60% in size; inactives centre near -12
#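 In this screen, compounds sit with the deubiquitinase complex (1nM) for 15 min at room temperature before Ub-Rho is added at 150nM final. Fluorescence rise is then followed for 6 reads every 60 seconds.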
# PI4K2A inh: PI4K2A (human) kinase inhibition. Q9BTU6. purified PI4K2A, ADP-Glo luminescence, 1 h; stronger effect = lower value. activity change, negative = inhibition, % at 76.9 µM. 420,000 tested, 0.13% active; in the data active = activity change below about -50%; inconclusive = mostly about -30% to -49%;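 also: -100% = wells without enzyme as full effect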
#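 In this quantitative HTS, ADP production by PI4K2A was quantified luminescently after 1 h at ambient temperature; 100 microM adenosine served as plate-quality control.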
# TrxR1 substrate: rat thioredoxin reductase 1 substrate activity; purified TrxR1 substrate turnover, NADPH consumption readout; Potency, µM (top dose mostly 114 µM), for inactives: at the top dose activity change, negative = substrate turnover; 390,000 tested, 0.01% active; also: potency is read from the fitted curve at half-maximal effect; % is scaled to controls: 0 for no effect and ±100 for the full control effect; nearly all actives have a fitted effect of over 50% in size
# Target sequence (O89049 whole entry, looked up): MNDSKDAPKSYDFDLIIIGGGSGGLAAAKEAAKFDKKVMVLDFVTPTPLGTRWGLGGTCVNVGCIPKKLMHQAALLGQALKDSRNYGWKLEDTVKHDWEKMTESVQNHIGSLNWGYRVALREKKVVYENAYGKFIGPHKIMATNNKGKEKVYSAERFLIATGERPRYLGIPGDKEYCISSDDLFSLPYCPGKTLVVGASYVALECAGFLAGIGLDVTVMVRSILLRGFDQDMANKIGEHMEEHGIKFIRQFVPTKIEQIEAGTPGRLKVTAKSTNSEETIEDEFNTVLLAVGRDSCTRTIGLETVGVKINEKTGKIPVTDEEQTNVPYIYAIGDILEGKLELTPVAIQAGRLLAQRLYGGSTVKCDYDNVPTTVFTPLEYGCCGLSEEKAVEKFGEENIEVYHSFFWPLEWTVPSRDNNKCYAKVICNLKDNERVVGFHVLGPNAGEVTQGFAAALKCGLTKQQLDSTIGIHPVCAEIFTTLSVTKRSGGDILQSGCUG
#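 Rat TrxR1, dispensed at 90 nM, was prereduced with 400 uM NADPH (final) for 5 min at ~22 deg C, then incubated with compound 15 min before 400 uM selenite. A first-read NADPH fluorescence drop versus no-compound background flagged substrates.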
# GRP78 ERSR act: induces the endoplasmic reticulum stress response in human glioma cells; 420,000 tested, 0.02% active; Potency, µM, for inactives: top-dose activation, usual class: activators; U87-MG GRP78 promoter luciferase reporter, 16 h; also: potency is read from the fitted curve at half-maximal effect; series mostly up to about 76 µM; % of control where 0% means no effect; nearly all actives have a fitted effect of over 35% in size
#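 Stably transfected U87-MG human glioma cells carrying a GRP78-based luminescent sensor were seeded at 1000 cells/well, pin-dosed with compounds and incubated 16 h. Luciferase reagent was then added, and end-point luminescence was read after 10 min at room temperature.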
# Vif-A3F inh: Vif-A3F binding inhibition; HeLa A3F-eYFP + Vif (tagged APOBEC3F with the HIV-1 protein that degrades it), YFP fluorescence increase; Potency, µM (doses to about 46.1 µM), for the others: at the highest dose activity, negative = active; 390,000 tested, 0.2% active; AID 602313; also: potency is read from the fitted curve at half-maximal effect; % of control where 0% means no effect; nearly all actives have a fitted effect of over 65% in size
#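 HeLa cells stably expressing Vif plus C-terminally eYFP-tagged A3F were seeded, incubated overnight at 37 deg C, dosed with compound, incubated overnight again at 37 deg C. Yellow fluorescence (Ex 488/Em 500-530) reported blocked Vif-mediated A3F-eYFP degradation.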
# Vif-APOBEC3G blk: blocks the Vif interaction with human APOBEC3G | Q9HC16 | HeLa A3G-eYFP + Vif (tagged APOBEC3G with the HIV-1 protein that degrades it), YFP fluorescence, overnight | Potency, µM (top dose mostly 46.1 µM), for the others: top-dose activity, negative = active, most hits filed as inhibitors | 410,000 tested, 0.076% active | AID 602310;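 also: potency is read from the fitted curve at half-maximal effect; % is scaled to controls: 0 for no effect and ±100 for the full control effect; nearly all actives have a fitted effect of over 60% in size; hits raise eYFP signal because A3G escapes Vif-driven loss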
# Target sequence (Q9HC16 whole entry, looked up): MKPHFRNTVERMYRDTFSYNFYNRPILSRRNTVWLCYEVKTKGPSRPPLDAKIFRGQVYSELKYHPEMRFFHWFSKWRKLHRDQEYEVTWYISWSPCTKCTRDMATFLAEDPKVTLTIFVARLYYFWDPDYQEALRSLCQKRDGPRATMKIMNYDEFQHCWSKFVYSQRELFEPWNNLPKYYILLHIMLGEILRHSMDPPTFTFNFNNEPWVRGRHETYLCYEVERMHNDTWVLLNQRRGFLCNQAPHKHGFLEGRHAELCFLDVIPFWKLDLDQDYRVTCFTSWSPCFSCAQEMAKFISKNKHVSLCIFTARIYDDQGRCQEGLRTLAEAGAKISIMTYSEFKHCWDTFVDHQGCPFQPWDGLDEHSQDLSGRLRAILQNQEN
#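 HeLa cells stably expressing Vif and C-terminally eYFP-tagged A3G, seeded overnight at 37 deg C, then exposed to compound by pintool overnight at 37 deg C. Rise in yellow fluorescence (Ex 488/Em 500-530, Acumen) marks blocked Vif-driven A3G degradation.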
# LDHA block: inhibitors of human lactate dehydrogenase A; P00338; purified LDHA, NADH/diaphorase-resazurin fluorescence; stronger effect = lower value; activity change, % (values are at about 110 or 230 µM); 480,000 tested, 0.15% active; in the data active = activity change below about -30%; inconclusive = mostly about -25% to -30%;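 also: plate controls were DMSO wells for no effect and wells without enzyme for full effect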
#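 Resorufin fluorescence (ex540/em590), read at 0 and 20 min after diaphorase/resazurin addition, reports the NADH left after a 5 min room-temperature reaction of 2 nM human LDH5 with 0.06 mM NADH and 0.2 mM pyruvate.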
# * marks the source's active call; other numbers are inactive results; ? = inconclusive; · = not tested or not shown; & = joins results of further samples; [ ] = another dose, or the depositor's remark. Unless noted, calls follow the shape of the dose curve; as a rule, active = well fitted curve in the direction sought with a large enough effect; inconclusive = small, poorly fitted or top-dose-only effect, or another doubt; inactive = no such curve, though single readings can be large; an effect the other way counts as inactive or inconclusive.
SMILES,RXFP1 agonist,IDH1 R132H inh,USP1 inh,PI4K2A inh,TrxR1 substrate,GRP78 ERSR act,Vif-A3F inh,Vif-APOBEC3G blk,LDHA block
COc1ccccc1CNC(=O)CCc1c(C)nn(-c2ccc(N3CCCCC3)nn2)c1C,2.9%,8%,7%,-6,10%[57.1 µM],-1%,7%,3%,2
Cc1cc(=O)oc2c(CN3CCN(C)CC3)c(O)c(Cl)cc12,12%,9%,-2%,-12,·,-3%,-7%,-5%,4
N#C/C(=C(\O)CCl)c1nnc2n1CCCCC2,0.4%,0%,-12%,0,4%,2%,2%,-3%,-8
Cc1ccc(C)c(OCC(O)CN2CCN(CCN3C(=O)c4cccc5cccc(c45)C3=O)CC2)c1 (configuration not stated),0.1%,4%,2%,-1,-12%,1%,-3%,-5%,1
Cc1ccc(CC2(C)C(=O)Nc3c(Cl)cccc32)cc1 (configuration not stated),·,·,·,3,·,-4%,·,-4%,-5
CC(C)CNc1nc(Oc2ccc(OCC(N)=O)nn2)nc(N2CCOCC2)n1,-3.0%,4%,1%,-2,3%,-2%,0%,-14%,1
Cc1nc2ccc(NC(=O)C3COc4ccccc4O3)cc2s1 (configuration not stated),4.1%,11%,-14%,-2,2%,-1%,4%,-12%,-11
CCN(CC)C(=O)c1cc(Cl)ccn1,-0.6%,2%,-14%,-1,-13%[57.1 µM],-1%,1%,1%,0
CCOC(=O)C1CCCN(C(=O)/C=C/c2ccccc2[N+](=O)[O-])C1 (configuration not stated),-0.2%,4%,-18%,0,-7%,-3%,3%,-5%,-4
C=CCNC(=O)c1onc(CSc2nc3ccccc3[nH]2)c1C(=O)NCC=C,0.2%,-8%,?,0,10%,-2%,-5%,-16%,-3
CCC(OC(=O)C1=Cc2ccccc2OC1)C(=O)NC1CCCC1 (configuration not stated),0.6%,1%,-8%,3,12%,-2%,-8%,0%,-15
CCN(CC)S(=O)(=O)c1ccc(NC(=O)CCN2C(=O)C3CC=CCC3C2=O)cc1 (configuration not stated),1.7%,21%,-18%,-1,6%,-2%,11%,5%,1

# Compounds from the list above containing a halogen:
SMILES,RXFP1 agonist,IDH1 R132H inh,USP1 inh,PI4K2A inh,TrxR1 substrate,GRP78 ERSR act,Vif-A3F inh,Vif-APOBEC3G blk,LDHA block
Cc1cc(=O)oc2c(CN3CCN(C)CC3)c(O)c(Cl)cc12,12%,9%,-2%,-12,·,-3%,-7%,-5%,4
N#C/C(=C(\O)CCl)c1nnc2n1CCCCC2,0.4%,0%,-12%,0,4%,2%,2%,-3%,-8
Cc1ccc(CC2(C)C(=O)Nc3c(Cl)cccc32)cc1 (configuration not stated),·,·,·,3,·,-4%,·,-4%,-5
CCN(CC)C(=O)c1cc(Cl)ccn1,-0.6%,2%,-14%,-1,-13%[57.1 µM],-1%,1%,1%,0

# Returning to the listing, starting two compounds before the break.
SMILES,RXFP1 agonist,IDH1 R132H inh,USP1 inh,PI4K2A inh,TrxR1 substrate,GRP78 ERSR act,Vif-A3F inh,Vif-APOBEC3G blk,LDHA block
CCC(OC(=O)C1=Cc2ccccc2OC1)C(=O)NC1CCCC1 (configuration not stated),0.6%,1%,-8%,3,12%,-2%,-8%,0%,-15
CCN(CC)S(=O)(=O)c1ccc(NC(=O)CCN2C(=O)C3CC=CCC3C2=O)cc1 (configuration not stated),1.7%,21%,-18%,-1,6%,-2%,11%,5%,1
Cc1ccc2nc(COc3ccccc3NC(=O)C(C)(C)C)cc(=O)n2c1,9.2%,44%[activator],-22%,-3,10%[57.1 µM],-1%,-4%,-8%,-11
Cn1cc(Br)c(NS(=O)(=O)c2ccc(Cl)s2)n1,-1.2%,9%,-14%,-4,0%,0%,-1%,-9%,-5
C[C@H](CO)N1C[C@H](C)[C@@H](CN(C)C(=O)Nc2ccccc2)Oc2c(NC(=O)c3ccncc3)cccc2C1=O,·,13%,-28%,-7,8%,0%,-5%,0%,5
COc1ccccc1CNC(=O)c1ccc(NC(=O)N2CC(C)Sc3ccccc32)cc1 (configuration not stated),0.2%,0%,-18%,-18,-3%,-2%,-1%,-2%,-6
CCOC(=O)c1cc(-c2ccc(F)cc2)n(CC(=O)NCc2cccnc2)c1C,3.7%,-3%,-21%,-2,0%,2%,-2%,-6%,-3
O=C(c1cccs1)N1CCN(S(=O)(=O)Cc2ccccc2)CC1,0.5%,5%,-21%,-2,-8%,-4%,-2%,1%,-4
CN1CCN(C(=O)c2cn(C)c3ccc(S(=O)(=O)N(C)C4CCCCC4)cc3c2=O)CC1,2.4%,-6%,-5%,4,8%[57.1 µM],-5%,1%,2%,-2
Cc1ccn2c(=O)cc(COc3cccc(NC(=O)Nc4cccc(Cl)c4C)c3)nc2c1,7.0%,-6%,-18%,-2,9%[57.1 µM],-1%,9%,-6%,6
CCC(CC)COC(=O)C1=C(C)NC(=O)NC1c1ccc2c(c1)OCO2 (configuration not stated),0.1%,-3%,-15%,-10,-15%,-4%,-19%,-6%,1
CCOC(=O)N1CCC(NC(=O)C2CCCCN2S(=O)(=O)c2ccc(F)cc2)CC1 (configuration not stated),-0.3%,3%,-12%,-5,7%,-2%,4%,0%,-2
Cc1ccccc1NC(=O)c1nc(S(C)(=O)=O)ncc1N(Cc1ccco1)Cc1sccc1C,-1.0%,-9%,-8%,1,1%,-3%,2%,-1%,4
COC(=O)c1cc(C)nc2c1c(=O)nc(SCc1c(C)cc(C)cc1C)n2C1CC1,3.4%,-3%,-18%,-1,-6%[57.1 µM],-7%,7%,-1%,4
COc1cccc(N2CCN(c3nc(-c4ccccc4C)cc(=O)[nH]3)CC2)c1,-0.1%,-6%,-4%,1,-11%,-5%,-4%,-3%,1
NS(=O)(=O)c1ccc(CCNC(=O)c2ccc(=O)[nH]c2)cc1,-1.5%,0%,-1%,0,4%,4%,-5%,0%,-6
Cc1ccc(NC(=S)N2CCN(Cc3ccc4c(c3)OCO4)CC2)c(C)c1,·,2%,-12%,-2,-8%,-5%,-3%,4%,1
CCOC(=O)C1=C[C@@H](C(C)(C)C)N(S(=O)(=O)c2ccc(C)cc2)[C@H]1c1ccc(C)cc1,·,·,·,-3,·,-5%,·,-4%,-7
COc1cccc(C(=O)NCCS(=O)(=O)N2CCCC2)c1,0.9%,8%,-3%,4,-6%,-4%,-17%,1%,-11
COc1ccccc1NC(=O)C(=O)NCCC1CCCCN1S(=O)(=O)c1ccccc1 (configuration not stated),-1.9%,5%,-3%,3,-11%,-4%,-8%,0%,-2
OCCn1c(SCCOc2ccccc2)nc2ccccc21,2.9%,4%,-2%,1,9%,-1%,-5%,1%,-5
CN(C1(C)CCS(=O)(=O)C1)S(=O)(=O)c1ccc(F)cc1 (configuration not stated),1.5%,-2%,-6%,-2,-11%,0%,-5%,2%,-11
c1ccc2c3n(nc2c1)CCCCO3,-0.3%,3%,-9%,6,-2%,0%,9%,2%,1
Cc1cc(C)nc(SCC(=O)NC2=NN=C(c3ccc(Br)cc3)CS2)n1,4.5%,?,?,0,10%,1%,-5%,-17%,-6
O=S(=O)(NCCc1ccccc1)c1ccc(Br)cc1,0.9%,3%,-16%,-9,-2%,-2%,5%,-1%,0
CC(=O)N1CCC(C(=O)Nc2ccc3c(c2)CCC3)CC1,0.9%,8%,-28%,2,1%,1%,16%,-9%,-5
Nc1nc(-c2cccc(F)c2)cs1,-0.3%,-1%,-20%,0,-1%[57.1 µM],7%,9%,-1%,-4
O=C(c1cccc(NS(=O)(=O)c2cccc(F)c2)c1)N1CCCC1,-2.6%,14%,-19%,-3,1%,4%,-3%,-9%,-11
O=C(c1cc(=O)c2cc(Cl)ccc2o1)N(Cc1ccccc1)C1CCS(=O)(=O)C1 (configuration not stated),1.5%,0%,-8%,6,4%,-2%,-1%,-2%,2
CCOC(=O)C1=NNC(C(=O)c2ccccc2)C1c1ccc(Cl)cc1 (configuration not stated),0.0%,-13%,-9%,0,-3%,3%,2%,-7%,-2
CCc1nn(CCCC(=O)Nc2ccc(C)c(C)c2)c(=O)c2cc3occc3n12,1.9%,1%,?,0,0%,-6%,3%,0%,1
Cc1ccc2nc(SCC(=O)c3c(N)n(C)c(=O)n(C)c3=O)[nH]c2c1,7.3%,-6%,-15%,-8,5%,-5%,12%,2%,-1
COc1ccc(S(=O)Cc2ccc(C(=O)N3CCN(c4cccc(C)c4C)CC3)o2)cc1 (configuration not stated),-2.1%&1.1%,-1%&-1%,-8%&-20%,-5&-2,3%&-2%,-4%&-5%,-15%&2%,?,-1&5

# This is a subset (hit frequency here may not be typical).
